Source: PubChem (several laboratories)
TNAP inh noacc – inhibitors of human TNAP without phosphate acceptor. purified TNAP, CDP-star luminescence, 30 min. hit rate 0.26% among 200,000. inhibition, % at 20 µM. P05186;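 active means tissue-nonspecific alkaline phosphatase inhibition above about 50% at 20 µM in the single-dose screen, limit read from the data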;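 further: 0% = DMSO negative control and 100% = EDTA positive control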
Target sequence (P05186 whole entry, looked up): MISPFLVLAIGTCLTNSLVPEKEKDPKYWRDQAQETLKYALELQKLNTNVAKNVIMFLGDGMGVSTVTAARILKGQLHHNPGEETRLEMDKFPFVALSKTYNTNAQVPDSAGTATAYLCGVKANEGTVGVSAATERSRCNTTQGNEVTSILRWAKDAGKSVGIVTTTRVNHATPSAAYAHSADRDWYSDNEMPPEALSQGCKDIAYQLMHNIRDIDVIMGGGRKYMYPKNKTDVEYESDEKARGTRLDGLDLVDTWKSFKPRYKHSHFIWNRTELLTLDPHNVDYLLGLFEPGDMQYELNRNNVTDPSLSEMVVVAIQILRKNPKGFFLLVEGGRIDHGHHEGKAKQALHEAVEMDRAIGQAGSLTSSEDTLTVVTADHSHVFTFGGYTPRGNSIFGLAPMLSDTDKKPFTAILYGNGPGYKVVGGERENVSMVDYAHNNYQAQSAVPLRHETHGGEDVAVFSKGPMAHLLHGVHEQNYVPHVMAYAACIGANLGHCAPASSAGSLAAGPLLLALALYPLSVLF
S1P3 antagonist – blocks the human S1P3 receptor; hit rate 0.27% among 170,000; Q99500; inhibition, % at 4.98 µM; CHO S1P3 NFAT-BLA reporter, FRET fluorescence, antagonist mode; AID 485;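 active means inhibition above the plate cutoff, the mean inhibition of test wells on that plate plus 3 SD, cut at about 28% in these data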;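 further: cells challenged with S1P at its EC80 of 0.8 µM; blue over green emission ratio from cleaved BLA substrate after 4 h stimulation; 0% = S1P-stimulated wells and 100% = unstimulated DMSO-only wells; some compounds past the cut are filed as inactive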
Target sequence (Q99500 whole entry, looked up): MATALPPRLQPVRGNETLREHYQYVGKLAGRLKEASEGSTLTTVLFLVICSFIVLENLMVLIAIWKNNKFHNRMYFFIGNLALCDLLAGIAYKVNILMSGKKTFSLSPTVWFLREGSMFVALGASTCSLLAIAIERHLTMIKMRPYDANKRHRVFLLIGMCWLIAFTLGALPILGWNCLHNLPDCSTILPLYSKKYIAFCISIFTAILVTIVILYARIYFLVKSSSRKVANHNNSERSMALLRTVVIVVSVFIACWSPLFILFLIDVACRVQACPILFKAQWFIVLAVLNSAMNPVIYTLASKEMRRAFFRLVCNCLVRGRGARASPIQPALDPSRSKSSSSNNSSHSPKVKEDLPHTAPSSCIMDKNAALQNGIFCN
DTT redox prof – compounds producing H2O2 with reducing agent – biochemical, NIH compound library profiling, artefact control for MLSCN library redox annotation, primary screen; AID 878; DTT-dependent redox cycling H2O2, phenol red/HRP absorbance; 100% = 100 µM peroxide control, 0% = buffer; hit rate 0.03% among 200,000; activation, % at 10 µM;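 active means activation of at least 50% relative to the plate's high and low controls in the primary single-dose screen; inactive means activation below 50%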;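 further: compound incubated with DTT at 0.8 mM final as the reducing agent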
TNAP inh hi DEA – inhibitors of human TNAP at high phosphate acceptor concentration; AID 1135; inhibition, % at 20 µM; purified TNAP, CDP-star luminescence, 1 M DEA; hit rate 0.03% among 200,000;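 active means over 50% inhibition of tissue-nonspecific alkaline phosphatase at 20 µM in the single-dose screen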;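 further: plate controls were DMSO wells for no effect and EDTA-quenched wells as full inhibition for full effect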
PMI activator – increases human mannose-6-phosphate isomerase activity. P34949. purified human PMI, coupled resazurin fluorescence, 20 min; stronger effect = higher value; 1 = vehicle control, 0 substrate-free wells. activation factor at 20 µM. hit rate 0.005% among 190,000;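 active means activation factor of 2 or more at 20 µM, relative to plate controls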
PMI act hi M6P – increases human PMI activity with near-saturating mannose 6-phosphate; activation factor at 20 µM; AID 1216; P34949; hit rate 0.34% among 190,000; coupled PMI enzyme assay, resazurin fluorescence, 20 min; stronger effect = higher value; 1 = untreated enzyme, 0 = substrate-free blank;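 active means activation factor of 2 or more at 20 µM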
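Test system: human phosphomannose isomerase with PGI, G6PDH, diaphorase coupling enzymes; Amount: PMI at 15 ng/mL final; Reagent: Mannose-6-phosphate 1.0 mM (near-saturating) plus 0.22 mM NADP+; Timing: 20 min, room temperature; Technique: resorufin fluorescence at Ex 544/Em 590 nm; Dosing: 20 µM single dose.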
Lmaj promast – reduces viability of Leishmania major promastigotes. inhibition, % at 10 µM. hit rate 9% among 200,000. resazurin fluorescence viability; in the data active means inhibition above about 50%;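 further: promastigotes grown with compound for 44 hours at 28 °C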
Hsp70 activator – Hsp70 transcriptional activation, primary screen | HeLa Hsp70 promoter luciferase reporter, luminescence; scaled: vehicle 0, proteasome-inhibitor control 100% | activation, % at 10 µM | hit rate 0.04% among 200,000;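 active means activation above the mean across all tested compounds plus 3 SD, cutoff set per campaign, cut at about 5.5% in these data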;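 further: 100% = MG132 at 30 µM as the positive control and 0% = DMSO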
HMGR II inh – blocks class II HMG-CoA reductase of Enterococcus faecalis; purified E. faecalis HMGR, NADPH absorbance 340 nm kinetic; inhibition, % at 10 µM; hit rate 0.41% among 190,000;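 active means inhibition above a set limit, the median over all tested compounds plus 3 SD, cut at about 9.5% in these data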;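 further: enzyme runs in reverse so mevalonate oxidation gives rising NADPH absorbance; 0% = complete reaction with DMSO and 100% = background rate lacking mevalonate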
RAM inhibit – yeast RAM network inhibition; inhibition, % at 50 µM; S. cerevisiae dse1pr::URA3 reporter, 5-FOA growth OD615, 2 d; analog-sensitive cbk1-as2 kinase mutant strain; hit rate 1.8% among 190,000;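 active means inhibition above a set limit, 3 SD over mean compound inhibition, cut at about 8.4% in these data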;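 further: 0% = DMSO-only wells with no growth and 100% = 10 µM 1-NA-PP1 full growth; inhibition rescues growth on 5-FOA so higher OD means more RAM inhibition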
Active calls of the source: *; . = not tested or not shown.

mol	TNAP inh hi DEA	TNAP inh noacc	HMGR II inh	Lmaj promast	Hsp70 activator	PMI activator	S1P3 antagonist	PMI act hi M6P	DTT redox prof	RAM inhibit
Cc1c(Cl)cccc1NC(=O)CC(C(=O)O)C1CCCO1 (stereo unspecified)	-7	-21	-1	-2	-0.2	1	-21	1	-0.5	-0.6
Cc1ccc(SCC(=O)NC(=O)Nc2ccc3c(c2)OCCO3)cc1C	-7	-9	4	40	-0.3	1	-8	1	.	4.9
Cn1ccnc1SCC(=O)Nc1ccc(Oc2ccccc2)cc1	-3	-6	-9	-5	-0.1	0.9	24	1	17	0.3
O=C(NCCO)C1(c2ccccc2)CCCC1	-1	-8	2	-6	-0.1	0.9	.	0.9	0.9	1.2
CCOC(=O)C1=C(C)NC(C)=C(C(=O)OCC)C1c1ccc(O)cc1	0	1	-5	13	-0.2	0.9	7	1	-0.7	0.0
C=CCNC(=O)c1onc(CSc2ccc(C(C)C)cc2)c1C(=O)O	-4	-11	0	-12	0.5	1.1	.	1.1	17	-2.1
COC(=O)/C=C/C(=O)Nc1cccc(C(F)(F)F)c1	-8	-5	-4	6	0.0	1	-4	0.9	-0.1	5.0
Cc1ccccc1Cn1nc(C)c(NC(=O)c2cc3n(n2)C(C(F)F)CC(C(F)F)N3)c1C (stereo unspecified)	2	-5	-2	-4	-0.3	0.9	-31	1	1.3	1.3
COc1ccc2[nH]c(=O)c(CN(CCCN(C)C)C(=O)Nc3ccc(F)cc3)cc2c1	-6	-9	-2	1	0.3	1	17	1	0.5	0.8
CCCc1[nH]nc2c1C1(C(=O)N(CC)c3ccccc31)C(C#N)=C(N)O2 (stereo unspecified)	-1	-5	-1	-6	-0.3	1	3	0.9	2.1	0.7
NC(=O)C1CCN(C(=O)C23CC4CC(CC(C4)C2)C3)CC1	-2	-15	-1	-1	-0.3	1	15	1	-0.3	0.6
CCOc1ccccc1NC(=O)COC(=O)C1CC1	1	-5	-1	-3	-0.1	1	-3	1	-1.3	0.7
COc1cccc(/C=N/n2nnnc2N)c1OCc1ccccc1Cl	0	5	-5	-1	0.0	1	.	1	0.7	1.0
COC(=O)COc1ccc(NS(=O)(=O)c2cccc([N+](=O)[O-])c2)cc1	-3	-8	0	0	-0.3	0.9	-6	0.9	-0.7	1.6
COCCNC(=O)C12CC3CC(C1)CC(c1ccccc1)(C3)C2	-4	4	-4	10	-0.1	1.1	-8	1.1	-0.4	0.7
COC(=O)Cn1c(=NC(=O)c2nc3ccccc3s2)sc2cc(S(N)(=O)=O)ccc21	4	-2	0	-4	-0.4	0.9	-4	0.9	-0.2	8.6*
Cc1nc2scc(-c3ccccc3)c2c(=O)n1N	-4	-5	-2	-5	-0.3	0.9	-25	0.9	-1.1	0.4
COc1ccc(C(=O)NC(=S)NCc2cccnc2)cc1Br	-2	-5	3	12	-0.2	0.9	-11	0.9	0.0	0.9
CCOCCCn1c(=S)[nH]c2ncccc2c1=O	-1	-5	-1	-5	-0.3	0.9	-28	0.9	0.5	-0.1
Cc1noc(C)c1CSc1nc2ccccc2nc1NS(=O)(=O)c1ccc(Cl)cc1	-4	-6	-6	-4	-0.1	1	-28	0.9	1.5	2.7
COCCN(C(=S)Nc1ccccc1OC)C1CCN(C(C)C)CC1	-6	-11	2	-1	-0.2	1	6	1	-0.8	-0.2
O=C(CN1C(=O)CSC1=O)Nc1ccccc1F	2	0	-1	-2	-0.1	1	-11	0.9	-0.9	1.7
COc1cccc(-n2c(C)nc3c(cnn3-c3ccc(C)cc3)c2=O)c1	-4	-11	-4	-1	-0.3	0.9	12	0.9	-4.0	-0.9
CC(Oc1ccc(-c2ccccc2)cc1)C(=O)N1CCOCC1 (stereo unspecified)	-3	-10	-8	-3	-0.2	1	17	1	3.9	0.7
O=C(N/N=C/c1ccccc1Cl)c1[nH]c2ccc(Br)cc2c1-c1ccccc1	-1	2	3	10	0.2	0.8	3	0.9	0.0	3.2
COC(=O)C1=C(C)NC(C)=C(C(=O)OC)C1c1ccc2ccccc2n1	-10	-14	2	8	-0.5	1	.	1.1	0.0	0.3
O=C(NN1C(=O)c2cc(Br)ccc2NC1c1ccccc1Cl)c1ccncc1 (stereo unspecified)	-4	-8	0	5	-0.1	1	-20	1.1	-0.5	3.3
CCn1c(O)c(C=Nc2ccccc2)oc1=S	-7	-14	2	-3	-0.3	1	-7	1	0.6	1.4
CS(=O)(=O)N1CCC(c2noc(-c3ccc(C(F)(F)F)cc3)n2)CC1	1	-1	2	-5	0.2	0.8	-6	0.8	-0.6	3.9
COc1cccc(C(=O)SC2=NCCS2)c1	-2	-10	-11	-5	0.1	1	-5	1.1	-0.9	-0.9
CCOCCCn1c(=S)[nH]c2cc(C(=O)N3CCC(C(N)=O)CC3)ccc2c1=O	-1	-14	-5	1	-0.2	1	.	1.1	-0.1	1.2
CCOC(=O)CCc1c(C)c2ccc(OCC(=O)OC(C)C)cc2oc1=O	-5	-1	-5	-1	0.3	0.9	-17	0.9	0.8	1.3
COC(=O)CSc1nc(NCC(C)C)nc(N2CCOCC2)n1	-2	-3	-1	2	-0.2	1	7	1	1.0	-0.1
CCc1cc2c(cc(C(=O)O)n2C)s1	-7	-12	0	-10	-0.1	1	-16	1.1	0.3	-0.6
O=C(NC1CCCc2c1cnn2-c1ccc(F)cc1F)c1ccccn1 (stereo unspecified)	-3	-9	-3	7	-0.2	.	-11	.	-1.1	0.5
O=[N+]([O-])c1cccc(Nc2c3ccccc3nc3ccccc23)c1	-4	13	-5	69*	-0.3	.	-16	.	0.1	0.3
O=C(Nc1cccc(NC(=O)c2ccc3c(c2)OCO3)c1)c1ccccc1	-1	-15	-2	-3	-0.1	1	3	0.9	-0.3	3.7
O=C(NNc1nc2c(F)cccc2s1)c1cc(=O)c2ccccc2o1	16	-99	-2	-6	0.4	1.1	-15	0.9	2.2	6.1
CCCCC1CCC(C(=O)Nc2ccc(S(=O)(=O)Nc3nccs3)cc2)CC1 (stereo unspecified)	-9	-8	-1	0	0.1	0.8	.	0.9	0.9	7.1
CSc1nc(N2CCOCC2)c2c3c(sc2n1)CCCC3	-4	-7	-4	-3	-0.4	0.9	-7	0.9	0.9	1.6
CCCC1(C)SC(NC(C)=O)=NN1C(C)=O (stereo unspecified)	-5	-10	-1	-2	0.4	1.1	.	1.1	1.6	0.5
Cc1cc(NS(=O)(=O)c2ccc(NC(NC(=O)C(C(F)(F)F)C(F)(F)F)(C(F)(F)F)C(F)(F)F)cc2)no1	-4	-10	-4	-12	0.0	1.1	.	1.1	-0.1	1.6
CCCNC(=O)c1ccc(-c2nc3ccccc3s2)s1	-1	-15	-5	-3	-0.4	1.1	.	1.1	1.1	-1.1
CCOC(=O)c1sc(NC(=O)c2cccc(S(=O)(=O)N3CCN(C)CC3)c2)cc1C	-6	-10	-4	33	-0.1	1	44	1	-1.1	-0.1
COc1ccc(-c2nnc(SCC(=O)c3cccs3)n2-c2ccc(Cl)cc2)cc1	-2	-5	0	9	-0.2	0.9	17	0.9	-0.4	6.3
Cc1cccc(N2CCN(C(=O)Cn3ccc4ccccc4c3=O)CC2)c1C	0	-7	-8	91*	-0.1	0.8	-25	0.8	2.5	0.5
O=C(NN=C1CCCC1)c1n[nH]c2c1CCCC2	-2	-42	2	0	-0.4	1	-20	1	68*	1.2
Cc1cccc(N/C(N)=N/c2nc(C)cc(=O)[nH]2)c1	-3	-8	-1	0	0.1	1.1	-17	1	-1.1	0.9
COC(=O)C1=C(C)OC(N)=C(C#N)C1c1cc2cc(C)ccc2nc1Cl (stereo unspecified)	-4	-6	5	-5	-0.3	1.1	-4	0.5	-0.4	1.4
O=C(COc1ccccc1/C=C1\SC(=O)NC1=O)Nc1ccc(F)cc1	12	-4	-4	-3	-0.3	1	4	0.9	-0.7	8.4
O=c1c(Cl)c(N2CCCCC2)cnn1-c1nc2ccccc2[nH]1	-2	-6	3	60*	-0.7	1	.	1	1.2	0.4
Cc1ccccc1C(=O)NC1CCN(CC(=O)Nc2c(C)cccc2C)CC1	-4	-14	-4	-2	-0.6	1	.	0.9	0.5	-0.8
O=C(Nc1ccccc1)c1ccc(NCC2CCCO2)c(S(=O)(=O)N2CCOCC2)c1 (stereo unspecified)	-5	-10	-2	1	-0.3	1	-4	1	2.8	2.8
Cc1cc(C)c2nc(NC(=O)C3CC(=O)N(Cc4ccco4)C3)sc2c1 (stereo unspecified)	-8	-18	0	25	-0.3	0.9	-2	0.9	-0.2	6.5
COc1ccc(S(=O)(=O)N2CCOCC2)cc1NC(=O)CCc1c[nH]c2ccccc12	-7	-17	-7	20	-0.2	0.9	-5	0.8	0.2	3.1
Cc1cc(NC(=O)C2CC(c3c(F)cccc3Cl)=NO2)n(-c2ccccc2)n1 (stereo unspecified)	0	-15	-3	2	-0.4	1.1	2	1	0.0	0.0
COc1cc(C)ccc1OCCOc1c(Cl)cc(Cl)cc1Cl	-5	-11	-1	-7	-0.2	0.9	.	0.9	3.0	9.9*
